Bioassay records as filed in PubChem BioAssay.
TRHR enhancer – allosteric enhancers of human TRH receptor; TRHR cells, fluo-8 calcium fluorescence, EC20 TRH enhancement; enhancement, % at 2 µM; 360,000 tested, 0.66% active; AID 493056; in the data active = enhancement above about 30%; also: 0% is about no effect
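TRHR-expressing cells loaded with fluo-8 calcium dye were read kinetically (ex 480/em 530) during compound addition, then stimulated with an EC20 of TRH (10 nM final). Enhancement of the Gq-mediated intracellular calcium response was scored.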
D1 potentiator – potentiators of human D1 dopamine receptor. P21728. HEK293 TREx D1 cells, calcium flux, dopamine EC20 potentiation. potentiation, % at 10 µM. 360,000 tested, 0.036% active. AID 504651; in the data active = potentiation above about 30%; also: 0% is about no effect
D1 antagonist – blocks dopamine activation of the human D1 receptor; 360,000 tested, 3.2% active; AID 504652; activity change, negative = inhibition, % at 10 µM; HEK293 TREx D1 cells, calcium flux, dopamine EC80; active compounds read low; in the data active = activity change below about -30%; also: % is scaled to controls: 0 for no effect and ±100 for the full control effect
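Allosteric or orthosteric antagonism assessed as attenuation of the calcium response to EC80 dopamine, added 180 s after compound, in induced HEK293 Trex D1 cells loaded with no-wash calcium dye.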
D2 antagonist – D2 dopamine receptor (human) antagonism; HEK293 TREx D2 cells, calcium flux, dopamine EC80; inhibition, % at 10 µM; 340,000 tested, 2% active; AID 485344; in the data active = inhibition above about 30%; also: 0% is about no effect
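Antagonism is scored as inhibition of an EC80 dopamine-evoked calcium signal in a force-coupled, tetracycline-inducible HEK293 T-REx D2 line, with compound present 180 s before agonist.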
D2 potentiator – D2 dopamine receptor (human) potentiation; HEK293 T-REx D2, calcium flux, EC20 dopamine potentiation; 340,000 tested, 0.34% active; potentiation, % at 10 µM;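 active = potentiation over 3 SD above the plate norm, cut at about 30% in these data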; also: 0% is about no effect
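Tetracycline-induced Hek293 Trex D2 cells, force-coupled to calcium, loaded with no-wash calcium dye. Compound added with 180 s kinetic read for agonism, then EC20 dopamine and a further 180 s read for potentiation.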
D2 ag – activates the human D2 dopamine receptor; 340,000 tested, 0.53% active; activation, % at 2 µM; P14416; HEK293 T-REx D2 cells, calcium flux agonist mode;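 active = activation over 3 SD above normal in the single-dose calcium agonist read, cut at about 30% in these data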; also: 0% is about no effect
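Tetracycline-induced HEK293 Trex cells with D2 receptor force-coupled to calcium signaling, plated overnight at 30 C and loaded with no-wash calcium dye. Calcium flux read kinetically for 180 s after compound addition; responses flag agonists.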
RXFP1 antagonist – blocks the human relaxin receptor RXFP1 | HEK293-RXFP1, relaxin-stimulated cAMP HTRF, 30 min; active compounds read low | AID 1259400 | activity change, negative = inhibition, % at 57.5 µM | 350,000 tested, 0.59% active;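 active = activity change of -60% or lower, but not beyond a set lower limit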; also: % is scaled to controls: 0 for no effect and ±100 for the full control effect
Target sequence (Q9HBX9 whole entry, looked up): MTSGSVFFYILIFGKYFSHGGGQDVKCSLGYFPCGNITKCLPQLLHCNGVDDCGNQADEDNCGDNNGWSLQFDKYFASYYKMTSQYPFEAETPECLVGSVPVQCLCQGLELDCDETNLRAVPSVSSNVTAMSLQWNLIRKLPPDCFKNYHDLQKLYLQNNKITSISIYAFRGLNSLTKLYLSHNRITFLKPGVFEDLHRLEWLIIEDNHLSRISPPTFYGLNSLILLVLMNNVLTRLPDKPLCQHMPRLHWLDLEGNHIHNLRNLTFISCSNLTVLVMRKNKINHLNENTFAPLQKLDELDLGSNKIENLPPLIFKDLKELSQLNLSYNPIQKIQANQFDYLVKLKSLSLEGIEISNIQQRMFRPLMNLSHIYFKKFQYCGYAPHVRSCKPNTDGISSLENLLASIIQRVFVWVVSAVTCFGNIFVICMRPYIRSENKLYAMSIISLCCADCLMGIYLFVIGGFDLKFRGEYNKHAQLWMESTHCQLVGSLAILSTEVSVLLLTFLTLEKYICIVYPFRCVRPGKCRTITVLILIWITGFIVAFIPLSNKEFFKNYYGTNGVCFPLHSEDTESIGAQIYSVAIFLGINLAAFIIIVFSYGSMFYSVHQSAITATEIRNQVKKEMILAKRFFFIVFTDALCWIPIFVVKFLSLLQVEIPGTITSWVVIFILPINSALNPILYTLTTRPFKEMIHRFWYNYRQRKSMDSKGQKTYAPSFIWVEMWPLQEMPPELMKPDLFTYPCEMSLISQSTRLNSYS
D1 ag – human D1 receptor agonism | HEK293 T-REx D1 cells, calcium flux, agonist mode | P21728 | activation, % at 2 µM | 360,000 tested, 1% active | AID 504660; also: 0% is about no effect
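Inducible HEK293 T-REx D1 cells, force-coupled to calcium signalling, were plated at 4000 cells/well with tetracycline and held overnight at 30 C. After no-wash calcium dye loading, compound-evoked calcium rise over 180 s flagged agonists.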
TRHR ag – TRH receptor (human) agonism; P34981; TRHR cells, calcium flux fluo-8, FDSS agonist mode; activation, % at 2 µM; 360,000 tested, 0.18% active; AID 493084; also: 0% is about no effect
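In this calcium-flux screen, cells bearing human TRHR are dye-loaded with fluo-8, baselined for 10 cycles, then exposed to library compounds; positive kinetic calcium responses during the agonist phase mark hits, with TRH as control.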
Starred values were filed as active, the others as inactive; / = no result given; & = joins results of further samples; ! = not active in a repeat. Rule as the data show it, unless noted: active = activation above about 30%; inactive = the rest.

SMILES | TRHR enhancer | D1 potentiator | D1 antagonist | D2 antagonist | D2 potentiator | D2 ag | RXFP1 antagonist | D1 ag | TRHR ag
O=C(CNC(=O)c1ccncc1)N/N=C/c1cccc([N+](=O)[O-])c1 | -3 | -11 | 29 | -12 | -1 | 0.1 | 13 | 0 | 0.7
Cc1ccc(-c2nc3cc(Cl)ccc3o2)cc1NC(=O)c1cc([N+](=O)[O-])ccc1N1CCOCC1 | -2 | 0 | 7 | / | -9 | -0.3 | / | 0 | 1.2
COc1ccc2nc(C)cc(Nc3ccccc3O)c2c1 | -3 | -5 | -35* | -12 | 8 | 1.1 | -2 | -1 | 0.9
COc1ccccc1C(=O)NC(=O)COC(=O)CN1C(=O)NC(C)(C)C1=O | 3 | 8 | 0 | 4 | 7 | -0.3 | 3 | 3 | 0.2
COc1ccccc1NC(=O)c1cc2c(=O)n(Cc3cccs3)ccc2nc1C | 13 | -4 | -40* | / | 3 | -0.1 | 21 | 0 | -0.6
COc1ccccc1-n1c(SCC(=O)NC(C)(C)C)nnc1-c1ccco1 | -1 | -4 | -4 | 29 | 4 | -0.3 | -22 | 1 | 0.1
O=C(COc1ccc2ccc(=O)oc2c1)c1ccccc1 | 2 | -2 | -12 | 20 | -4 | 1.3 | 12 | 1 | -0.3
CC(C)C(CC(=O)N1CCCCC1)C1CCOC(C)(C)C1 (stereo not drawn) | 10 | -1 | 12 | 6 | 10 | -0.3 | 2 | -2 | -0.6
CC(C)c1cc(C(=O)NCc2cccnc2)no1 | -1 | -2 | 42 | -9 | -2 | -0.3 | 2 | 6 | 0.1
Cc1cc(-c2ccc(C)c(S(=O)(=O)NCCc3ccc(S(N)(=O)=O)cc3)c2)on1 | -1&7 | -1&-5 | -63*! | -2 | -13&8 | 0.6&0.9 | 1&-12 | 4&-1 | 0.1&0.1
CCOc1ccc(NC(=O)c2ccccc2CO)cc1 | 2 | -2 | 15 | -2 | -1 | 1.3 | 6 | 1 | 0.1
O=Cc1c(-[n+]2ccccc2)nc([O-])n1-c1ccccc1 | 0 | -4 | -2 | -7 | -1 | 1.2 | 5 | 2 | 0.4
CCc1cc2cccc(C)c2nc1SCC(=O)Nc1nonc1C | -1 | 1 | -11 | 8 | -8 | 0.3 | 11 | 6 | -0.2
C/C=C/C(=O)OCC(=O)Nc1cc([N+](=O)[O-])ccc1Cl | 3 | -5 | 3 | 16 | -2 | -1.0 | 5 | 0 | -0.5
CCCCN(CCCC)CCNC(=O)CN1C(=O)CSc2ccc(S(=O)(=O)N3CCCCC3)cc21 | -3&7 | -4&0 | -4&5 | 8 | -12&-2 | -1.4 | 0&-12 | 1&-2 | 0.1&-0.8
CC1CN(c2ncc(/C=N/NC(=O)c3ccccc3O)s2)CC(C)O1 (stereo not drawn) | 4 | 0 | 3 | 1 | -12 | -0.6 | -73* | 4 | 0.2
CCN1CCN(C(c2cccnc2)c2c(NC(=O)c3ccco3)sc(C)c2C)CC1 (stereo not drawn) | -14 | -4 | 2 | -10 | -5 | -0.2 | -8 | 1 | 0.9
COc1cc(Cl)c(C)cc1NC(C)C(=O)Nc1cc(C(F)(F)F)ccc1N1CCOCC1 (stereo not drawn) | -7 | -5 | 18 | -3 | -6 | 1.9 | 0 | -1 | -0.5
O=C(Cc1ccc(F)cc1)Nc1cccc(-c2nc3cccnc3s2)c1 | -2 | 3 | -3 | / | 5 | 3.9 | 8 | -1 | -0.3
N#Cc1ccccc1OCC(=O)OCC(=O)NC1CCCCCC1 | 0 | 10 | 10 | 0 | 17 | -0.2 | -1 | 2 | -0.6
O=C(CC1Oc2ccccc2NC1=O)NC1CCCC1 (stereo not drawn) | -1 | -4 | -40* | 17 | 3 | 0.2 | / | 0 | 0.6
COc1cc(-c2noc(-c3ccc(NC4CCCCC4)c([N+](=O)[O-])c3)n2)cc(OC)c1OC | -5 | -2 | -5 | / | -14 | -1.3 | / | 12 | 0.8
CCC(=O)NCc1c(C)c(C)n(Cc2ccccc2)c1-n1cccc1 | -4 | -2 | -19 | 3 | 0 | -1.1 | 10 | 7 | -0.3
CC(C)(C)NC(=O)CSc1nncn1NCc1ccccc1 | -23 | 0 | -6 | / | 5 | / | 8 | 0 | 0.7
COc1ccc(C(c2sc3nc(C)nn3c2O)N2CCC(C(N)=O)CC2)cc1OC (stereo not drawn) | -6 | -5 | 9 | -6 | 11 | -0.2 | -3 | 3 | 0.2
Cc1cc(Br)ccc1NC(=O)CNC(=O)CSc1n[nH]c(N)n1 | -1 | 3 | 5 | -1 | -3 | 0.2 | -15 | 2 | 0.9
COc1ccc(Br)cc1C(=O)NC(=S)Nc1ccc(Cl)c(C(=O)O)c1 | -5 | 3 | -5 | -6 | 3 | -0.6 | -8 | -1 | -0.7
CC(C)(C)OC(=O)N[C@H](Cc1ccccc1)C(=O)N1CCC(C(=O)O)CC1 | 12 | -4 | 13 | -23 | -4 | -0.4 | -2 | 1 | 0.3
O=C1NC(=Nc2ccccc2)S/C1=C\c1cccnc1 | 7 | 2 | 0 | 6 | 0 | -0.9 | -9 | 1 | -1.1
Cc1ccc(S(=O)(=O)C(CNC(=O)COc2ccccc2)c2cccs2)cc1 (stereo not drawn) | -9 | 0 | / | / | 1 | -1.3 | / | -3 | -0.9

D1 antagonist: what is marked active above
structure,TRHR enhancer,D1 potentiator,D1 antagonist,D2 antagonist,D2 potentiator,RXFP1 antagonist,D1 ag,TRHR ag
COc1ccc2nc(C)cc(Nc3ccccc3O)c2c1,-3,-5,-35*,-12,8,-2,-1,0.9
COc1ccccc1NC(=O)c1cc2c(=O)n(Cc3cccs3)ccc2nc1C,13,-4,-40*,/,3,21,0,-0.6
Cc1cc(-c2ccc(C)c(S(=O)(=O)NCCc3ccc(S(N)(=O)=O)cc3)c2)on1,-1&7,-1&-5,-63*!,-2,-13&8,1&-12,4&-1,0.1&0.1
O=C(CC1Oc2ccccc2NC1=O)NC1CCCC1 (stereo not drawn),-1,-4,-40*,17,3,/,0,0.6

Complete entries as entered above.
Listed for O=Cc1c(-[n+]2ccccc2)nc([O-])n1-c1ccccc1 → TRHR enhancer: 0; D1 potentiator: -4; D1 antagonist: -2; D2 antagonist: -7; D2 potentiator: -1; D2 ag: 1.2; RXFP1 antagonist: 5; D1 ag: 2; TRHR ag: 0.4
Listed for O=C1NC(=Nc2ccccc2)S/C1=C\c1cccnc1 → TRHR enhancer: 7; D1 potentiator: 2; D1 antagonist: 0; D2 antagonist: 6; D2 potentiator: 0; D2 ag: -0.9; RXFP1 antagonist: -9; D1 ag: 1; TRHR ag: -1.1

(list continues)
SMILES | TRHR enhancer | D1 potentiator | D1 antagonist | D2 antagonist | D2 potentiator | D2 ag | RXFP1 antagonist | D1 ag | TRHR ag
O=C(CNC(=O)/C(=C\c1ccc(F)cc1)NC(=O)c1ccccc1)OCc1ccccc1 | -2 | -3 | 13 | -1 | 5 | -0.6 | -9 | -1 | 0.9
CCC(C(=O)Nc1ccc(C(=O)O)cc1NC(=O)C(CC)c1ccccc1)c1ccccc1 (stereo not drawn) | 1 | 5 | -5 | 23 | 7 | -1.3 | 5 | 7 | -1.5
COc1ccc(Cl)cc1NC(=O)c1ccoc1C | -4 | -8 | -22 | 9 | 18 | -1.8 | 9 | -1 | -0.9
O=C(CSc1nc2cc(Cl)ccc2s1)c1cc2ccccc2o1 | 7 | -3 | / | -11 | -8 | 0.7 | -10 | 9 | 4.5
CCCCn1c(N)c(N(CCOC)C(=O)c2c(-c3ccccc3)noc2C)c(=O)[nH]c1=O | 2 | 1 | -1 | 2 | -4 | 1.2 | 2 | 0 | 0.6
CS/C(=N\S(=O)(=O)c1ccc(Cl)cc1)c1ccccc1 | 11 | -5 | -11 | 16 | 5 | 1.0 | 3 | 1 | -0.3
Nc1ccccc1Nc1c(F)c(F)nc(F)c1Cl | 2 | -3 | -4 | -2 | -4 | -1.6 | 9 | 4 | -1.4
Cc1cn(Cc2ccccc2Cn2cc(C)c(=O)[nH]c2=O)c(=O)[nH]c1=O | -3 | -3 | 11 | 2 | 7 | 0.4 | -1 | 1 | 0.0
O=C(NCC(=O)N1CCCC(C(F)(F)F)C1)c1ccc2ccccc2c1 (stereo not drawn) | 6 | -5 | -15 | 2 | -1 | 0.2 | -31 | 3 | -0.6
Cc1ccc(O)c(C(=O)c2cnc3onc(-c4ccc(F)cc4)c3c2)c1 | 10 | -7 | -16 | 9 | 1 | 1.1 | 6 | 5 | 1.0
CNC(=O)c1ccc2c(c1)N(Cc1cc(C)ccc1C)C(=O)c1ccccc1S2 | 4 | 2 | 14 | / | 17 | -0.8 | -13 | 16 | 1.5
COc1ccc(C(=O)NC(Nc2ccc(C)cc2)C(Cl)(Cl)Cl)cc1 (stereo not drawn) | -8 | -6 | -5 | 5 | 6 | 0.3 | / | 3 | 1.1
CCOc1ccccc1N1CN(Cc2ccccc2)CNC1=S | 1 | 0 | 17 | 5 | 9 | 0.7 | 2 | 0 | 0.2
Cc1cc(=O)oc(C)c1C(=O)NCCC(C)C | -3 | -10 | -8 | -34 | -1 | -0.8 | 19 | 2 | -0.8
Cc1ccc(-n2ncc3c(Nc4ccc(Oc5ccccc5)cc4)ncnc32)c(C)c1 | 2 | -4 | -7 | / | / | 0.7 | -14 | 6 | 0.0
COc1ccc(-n2ncc3c(NCc4ccccn4)ncnc32)cc1 | 1 | 1 | 12 | 3 | 5 | -0.3 | 2 | 3 | -0.7
Cc1c(C(=O)N/N=C/c2cccs2)nnn1-c1nonc1N | -5 | -3 | -4 | -5 | 8 | 0.5 | -7 | 2 | 0.4
Cc1ccc(-n2nc(C)c3c(C(F)(F)F)cc(-c4cccnc4)nc32)cc1Cl | 6 | 3 | -1 | / | 4 | / | 1 | 0 | 0.8
CS(=O)(=O)Nc1ccc(Oc2ncccn2)cc1 | 0 | -5 | 18 | -1 | -4 | 1.0 | 11 | 3 | 1.2
O=C(CSc1nc2ccccc2o1)N1CCN(S(=O)(=O)c2ccc3ccccc3c2)CC1 | -1 | -2 | 5 | -2 | 7 | 0.1 | 2 | 7 | 0.5
Cc1c(C(=O)NC2CCCc3ccccc32)oc2ccc(S(=O)(=O)N3CCCC3)cc12 (stereo not drawn) | 1 | 1 | 4 | 6 | 7 | 0.1 | 30 | 2 | 0.2
CCCCNC(=O)N1CCN(C(=O)c2ccco2)CC1 | -1 | -2 | / | -6 | 8 | 0.9 | 0 | 1 | -0.1
O=C(Nc1ccnn1C1CCN(Cc2ccccc2)CC1)C1CCOC1 (stereo not drawn) | 6 | 0 | -16 | 20 | -14 | -0.2 | 1 | 1 | -0.7
CC(C)(C)c1cc(C(C)(C)C)c2oc(=O)c(-c3nc4ccc(C(=O)O)cc4[nH]3)cc2c1 | 3 | -1 | 22 | / | 11 | 0.0 | -22 | -1 | -0.6
COc1cc(CN(C(=O)c2ccc(OC(C)C)cc2)C2CCS(=O)(=O)C2)cc(OC)c1OC (stereo not drawn) | 5 | 0 | 7 | / | 10 | / | -7 | 0 | -1.1
CCOC(=O)c1nc(C)nc(Sc2n[nH]c(-c3ccccc3)n2)c1C | -3 | -2 | -5 | -21 | 7 | -0.1 | -3 | 0 | 0.0

Rows are unselected; 7.1% or so of the library scored in one or more.
